# MMP13 inh: blocks human MMP13 activity | actives 0.07% (n = 65,000) | P45452 | AID 570 | MMP-13 fTHP FRET cleavage, Mca fluorescence | inhibition, % at 4 µM;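 active means inhibition above the mean of compound-free control plate wells plus 3 SD, cut at about 14% in these data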;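 further: 0% = DMSO wells and 100% = wells with reference MMP-13 inhibitor after basal subtraction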
# NADH coupling: blocks coupling enzymes of NAD/NADH assays; actives 0.02% (n = 65,000); coupled PK/LDH NADH assays, four targets; IC50, µM (top dose mostly 10 µM), for the others: at the highest dose inhibition; AID 774;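 active means single-dose screening hits from any of four coupled enzyme assays that gave an IC50 when retested across doses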;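 further: the DPM-DC format reads NADH fluorescence rather than 340 nm absorbance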
# JNK3 inh: JNK3 (human) kinase inhibition | P53779 | purified JNK3 kinase activity, HTS | inhibition, % at 8 µM | actives 0.61% (n = 60,000) | AID 746; in the data active means inhibition above about 17%;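 further: 0% = DMSO and 100% = reference inhibitor; many of its hits are not listed in these tables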
# Target sequence (P53779 whole entry, looked up): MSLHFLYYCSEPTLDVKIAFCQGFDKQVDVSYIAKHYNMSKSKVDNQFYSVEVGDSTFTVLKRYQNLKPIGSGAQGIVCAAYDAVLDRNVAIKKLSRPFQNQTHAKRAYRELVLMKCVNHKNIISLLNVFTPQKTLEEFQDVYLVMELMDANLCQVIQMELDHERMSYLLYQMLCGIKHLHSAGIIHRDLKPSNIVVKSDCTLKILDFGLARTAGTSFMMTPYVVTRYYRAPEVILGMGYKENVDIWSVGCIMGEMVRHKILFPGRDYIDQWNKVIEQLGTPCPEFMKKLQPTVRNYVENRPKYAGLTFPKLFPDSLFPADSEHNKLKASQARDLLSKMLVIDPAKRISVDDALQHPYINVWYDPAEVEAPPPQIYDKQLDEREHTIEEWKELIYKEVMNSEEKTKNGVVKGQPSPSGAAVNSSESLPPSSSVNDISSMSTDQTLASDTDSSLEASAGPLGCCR
# PKA inh: inhibitors of human protein kinase A | inhibition, % at 6 µM | PKA Kemptide phosphorylation, Kinase-Glo ATP luminescence | P17612 | actives 0.1% (n = 65,000);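 active means inhibition above the screen-wide mean inhibition plus 3 SD, cut at about 21% in these data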; further: many of its hits are not listed in these tables
# tolC growth inh: blocks growth of E. coli BW25113 tolC mutant; OD615; AID 573; actives 2.2% (n = 65,000); growth inhibition, % at 10 µM (by protocol);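 active means growth inhibition at or above a cutoff equal to the mean over every tested compound plus 3 SD, cut at about 60% in these data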;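 further: growth measured after 20 h incubation at 37 °C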
#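 signal = optical density read at 615 nm | test system = E. coli ΔtolC::kan strain BW25113 | timing = 20 h compound exposure of bacteria at 37 °C | buffer or medium = LB medium plus 50 µg/mL kanamycin | compound dosing = 10 µM final, single dose | evaluation = % inhibition of E. coli growth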
# Abs 340nm: compounds absorbing at 340 nm. compound absorbance at 340 nm, fold over control. fold change at 10 µM. 65,000 tested, under 10 active. AID 708;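 active means at 10 µM dose, initial 340 nm absorbance at least 2 fold that of control wells; inactive means change under 2 fold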;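 further: initial absorbance extrapolated from kinetic A340 decline of NADH oxidation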
# ROCK2 inh: inhibitors of human Rho kinase 2; inhibition, % at 6 µM; O75116; purified ROCK2, Kinase-Glo ATP depletion luminescence; actives 0.35% (n = 60,000);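 active means inhibition above the screen-wide mean inhibition plus 3 SD, cut at about 18% in these data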;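 further: plate controls were DMSO wells for no effect and Y-27632 control wells after no-enzyme background subtraction for full effect; many of its hits are not listed in these tables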
# HEK293 NFkB inh: inhibitors of the PMA/ionomycin-induced NF-kB reporter in HEK293 cells; HEK-293 NF-kB luciferase reporter, luminescence; inhibition, % at 3 µM; actives 0.21% (n = 62,000);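 active means inhibition above the mean of all tested compounds plus 3 SD, cut at about 40% in these data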;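 further: 0% = stimulated DMSO wells and 100% = 10 µM reference inhibitor 5653914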
#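 System – HEK-293 cells with stable firefly luciferase reporter driven by four HIV NF-kB elements · Doses – one dose, 3 µM · Schedule – 1 h compound pre-incubation, 16 h PMA/ionomycin at 37 °C · Technique – luminescence from luciferase substrate reagent · Measure – percent inhibition normalized per plate to DMSO and reference-inhibitor controls · Replicates – tested once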
# Autofluor 339: intrinsic fluorescence of library compounds, ex339/em460 – biochemical, MLSMR library, data from DPM-DC assay, artefact control, profiling panel; compound autofluorescence, ex339/em460 nm, NADH buffer; stronger effect = higher value; 1 = no-compound wells, NADH background; actives 5.5% (n = 65,000); fluorescence fold increase at 10 µM;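 active means at 10 µM, mean starting fluorescence two-fold or more over control wells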;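 further: signal is the first read of a kinetic run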
# An asterisk follows results filed as active; nt = no result given; [ ] = another dose, or the depositor's remark. The list is partial; count on the stated rates, not on these rows.
# The line under a structure holds: MMP13 inh	NADH coupling	JNK3 inh	PKA inh	tolC growth inh	Abs 340nm	ROCK2 inh	HEK293 NFkB inh	Autofluor 339
Cc1cc(CN(C)C)c(O)c(C2(C)CCCCC2)c1
→ 2	5%	3	0	-21	1	0	14	1.1
COCCNc1oc(-c2ccc(C)cc2)nc1C#N
→ -292[fluorescence artefact?]	3%[fluoresces]	-10	2	21	1	0	nt	2.5*
CC1Cc2cc(/C(O)=C3/C(=O)C(=O)N(CCCN(C)C)C3c3ccncc3)ccc2O1 (stereo unspecified)
→ -1	4%	-2	7	-12	1.1	8	14	1.1
Cc1ccc(Cn2c(CN3CC(C)OC(C)C3)nc3c2c(=O)[nH]c(=O)n3C)cc1 (stereo unspecified)
→ -5	0%	-1	-1	-1	1	-6	4	1.2
O=C(NCc1ccco1)C1(c2ccccc2)CCCC1
→ -3	2%	2	5	-3	1.1	7	11	1.1
CCC(CC)C1C(C#N)=C(N)Oc2n[nH]c(C)c21 (stereo unspecified)
→ -4	1%	1	6	6	0.99	13	nt	1.1
CN(C(=O)c1cccnc1)c1nnc(-c2cccnc2)s1
→ -3	3%	0	6	-14	1	1	10	1.4
COc1ccc(C2C=C(c3ccc(Br)cc3)Nc3nc(N4C(=O)CCC4=O)nn32)cc1 (stereo unspecified)
→ -86[fluorescence artefact?]	6%[fluoresces]	6	1	29	1.1	8	2	3.9*
CCOc1ccccc1NC(=O)CN(c1ccc(C)cc1)S(=O)(=O)c1c(C)noc1C
→ 0	2%	3	-2	42	0.98	-2	14	1
COc1ccc2c(C(=O)CN3CCN(CCO)CC3)c[nH]c2c1
→ -2	3%	0	2	-3	1.1	1	10	1.1
C#CCOC(=O)C1C2C=CC(C2)C1C(=O)O (stereo unspecified)
→ 3	2%	5	8	-2	1	2	8	1
CSc1cccc(NC(=O)CN(c2cc(C)ccc2C)S(C)(=O)=O)c1
→ 4	9%	-5	13	8	1	7	20	1.1
Cn1c(=O)c2c(nc(SCc3cc4c(cc3Cl)OCO4)n2C)n(C)c1=O
→ 6	8%	3	14	6	1	6	9	0.94
CC(C)(C)NCC1(CO)SC(N)=NC1=O (stereo unspecified)
→ 2	7%	-6	6	-27	1	6	7	1.1
O/N=C(\Cc1cscn1)c1ccc(O)cc1O
→ 5	7%	0	0	-6	1	6	2	1.1
Cc1ccc2cc(CN(C(=O)c3ccco3)c3ccccc3)c(=O)[nH]c2c1
→ -5	2%	11	3	21	1.1	-9	nt	1.1
COc1ccccc1C(=O)NC(CCSC)C(=O)OCC(=O)NC(=O)NCc1ccco1 (stereo unspecified)
→ -1	5%	1	3	-8	0.99	1	14	1.1
CCCn1c(=O)c2c(nc(Br)n2CCC)n(C)c1=O
→ -9	4%	8	3	9	1	6	7	1.1
Cc1nonc1NC(=O)CSc1ccc(-c2ccccc2)nn1
→ -2	10%	3	2	-11	0.96	1	21	0.99
CSc1ccc(S(=O)(=O)Nc2cccc(F)c2)cc1
→ -1	12%	-2	12	7	1	10	16	1
Cc1ccc(S(=O)(=O)N2CCOCC(=O)NCCOCCNC(=O)COCC2)cc1
→ -3	11%	0	-9	-18	0.99	3	8	1
COc1ccc(C2CC(C(F)(F)F)n3nc(C(=O)NCCCn4ccnc4)cc3N2)cc1OC (stereo unspecified)
→ -2	5%	-5	6	-6	1	9	11	1.1
COC(=O)c1ccc(Cn2cc(Cl)cn2)cc1
→ 4	5%	-11	1	4	1	0	21	1.1
COCCCNS(=O)(=O)c1ccc2c(c1)OCCO2
→ 2	1%	-2	10	-14	1	5	6	1.1
Cc1nc(CC(=O)c2c(C)cc(O)cc2O)cs1
→ 3	4%	-1	7	-6	1.2	2	19	1.1
Cc1ccc(S(=O)(=O)Nc2ccc(-c3nnc(SCC#N)n3C)cc2)cc1
→ -1	5%	-2	8	6	1	4	3	0.97
Cc1ccccc1C1CC(c2ccc(F)cc2)Nc2nc(N)nn21 (stereo unspecified)
→ nt	7%	nt	nt	14	0.93	nt	nt	1.1
CC(=O)CC(C)(C)n1nnc(-c2ccccc2)n1
→ -6	6%	-9	-3	-1	1	-4	8	1.1
Cc1ccc(C)c(N2CCN(Cc3nnnn3C3CCCCC3)CC2)c1
→ -4	3%	-6	7	35	0.98	5	9	1
c1ccc(COn2nnc3ccccc32)c(COn2nnc3ccccc32)c1
→ 6	6%	-1	3	38	1	6	12	1.1
Cn1c(=O)c(-c2ccccc2N)nc2ccccc21
→ -8	1%	-8	-5	-3	1.1	1	5	1.1
Cc1cc(C)n2nc(C(=O)NCc3ccco3)nc2n1
→ -2	5%	4	7	-7	0.97	6	11	1
CCC(=O)Nc1ccc(C(=O)c2ccccc2)cc1
→ 5	2%	6	1	-3	1	4	3	1.1
CCCCc1nc2sc3c(c2c(=O)[nH]1)CCC3
→ -7	2%	8	2	-3	1	-12	nt	1.1
Cc1ccccc1-n1c(Cn2c(=O)sc3ccccc32)nnc1SC(C)C
→ 3	2%	-4	-7	17	1	-1	19	1.1
O=C(CSc1ccc(-c2nc3ccccc3[nH]2)cn1)N1CCN(C(=O)c2ccco2)CC1
→ -30	16%[fluoresces]	14	12	5	1.1	2	18	2.1*
CC(C)(C)OC(=O)N1CCCC1C(=O)NCCc1ccccc1 (stereo unspecified)
→ -1	4%	-2	4	-24	1	8	-2	1.2
CSCC[C@H](NC(=O)NCc1cccs1)C(=O)O
→ 2	3%	-8	3	-4	0.98	-4	11	1.1
CC(C)C(C(=O)NCc1ccco1)N(C(=O)CNS(=O)(=O)c1ccccc1)C1CCCC1 (stereo unspecified)
→ 4	4%	-3	10	-6	1	1	-3	1
COc1ccc(Cc2nnc(SCc3nc4ccccc4c(=O)[nH]3)o2)cc1
→ 2	6%	0	7	-14	1	3	1	1.1
Cc1ccccc1S(=O)(=O)NC1OC(=O)C(Cl)=C1Cl (stereo unspecified)
→ -7	10%	1	5	-14	1	7	14	1
Cc1c(C(=O)N2CCc3ccccc3C2)sc2nc(-c3ccccc3)cn12
→ -1	4%	-1	0	67*	1	3	-2	1.1
Nc1nnc(-c2ccncc2)s1
→ -76[fluorescence artefact?]	11%[fluoresces]	-9	1	5	1	5	17	3.9*
COc1ccc(N2C(=O)CCC(C(=O)N3CCCCCC3)C2c2ccc(OC)c(OC)c2)cc1 (stereo unspecified)
→ 0	0%	nt	5	4	1	nt	13	1.1
N#CCC(=O)Nc1sc2c(c1C(N)=O)CCCC2
→ 2	4%	-5	8	-9	1.1	1	-4	1
Cc1ccc(-c2nnn(CC(=O)NC3CC4CCC3C4)n2)cc1 (stereo unspecified)
→ -4	4%	5	3	21	0.99	3	4	1
COCCNC(=O)c1cc(-c2ccc(Cl)c(Cl)c2)on1
→ -5	1%	-4	-2	-11	1	-7	14	1.1
O=C(Nc1ccccc1C(=O)N1CCCC1)C1CCN(c2ncccn2)CC1
→ 1	5%	-2	8	-12	1	2	21	1.4
Cc1nc(NCC2CCCO2)[nH]c(=O)c1CCC(C)C (stereo unspecified)
→ 1	8%	-3	5	nt	1	6	0	1.1
Cc1c(C)[n+](=O)c(-c2ccco2)c(C)n1[O-]
→ 2	4%	3	10	-15	1	1	8	1.1
O=C(c1cc(S(=O)(=O)N2CCCCC2)c(Cl)cc1N1CCOCC1)N1CCOCC1
→ 0	1%	3	-2	-10	1	0	-5	1
COCCn1c(=O)[nH]c2cc(C(=O)NC3CCCCCC3)ccc2c1=O
→ -13	4%	11	7	-8	1.1	6	-8	1.7
CC(=O)Nc1cc(C(N)=O)c(Cl)cc1Cl
→ 0	9%	-12	3	-11	1	-4	17	0.85
CCOc1ccc(NC(=O)c2ccc(S(=O)(=O)N(C)C)cc2)cc1
→ 2	2%	-4	4	0	1.1	6	0	1.1
O=C(CCC(=O)N1CCCC1)Nc1nnc(C2CCCCC2)s1
→ 0	2%	-3	6	24	1.1	4	9	1.1
Cc1ccc2c(c1)c1c3n2CC(=C2C(=O)OC(C)(C)OC2=O)NC3CCC1 (stereo unspecified)
→ -4	2%	-3	8	45	0.99	3	26	1.2
O=C(CSc1ncccc1C(=O)O)c1ccccc1
→ 1	3%	-2	7	-2	1	8	10	1.1
Cc1ccc(SCCNC(=O)C(C)C)cc1
→ 3	10%	2	1	-7	1.1	6	11	1.1
COc1ccc(CC2NCCC3(O)CCCCC23)cc1 (stereo unspecified)
→ -1	3%	1	8	-11	1	4	8	1.1
O=c1c2nnn(Cc3ccccc3)c2ncn1C/C=C/c1ccccc1
→ 7	4%	0	5	7	1	5	5	1.1

# Next results.
# The line under a structure holds: MMP13 inh	NADH coupling	JNK3 inh	PKA inh	tolC growth inh	Abs 340nm	ROCK2 inh	HEK293 NFkB inh	Autofluor 339
CCOc1ccccc1N(C(=O)c1snc(C(N)=O)c1N)C(C(=O)NCCC(C)C)c1ccco1 (stereo unspecified)
→ -20	8%	-2	10	32	1.1	3	32	1.8
c1ccc2nc(-c3nc4ccccc4o3)ccc2c1
→ -68	11%[fluoresces]	-1	-18	12	1.2	-69	-22	2.1*
Cc1ccc(S(=O)(=O)N2CCC(C(=O)N3CCN(Cc4ccccc4)CC3)CC2)cc1
→ 4	1%	-8	5	10	0.99	-3	14	1
COc1cccc(-c2nc(CS(=O)(=O)CC(=O)N3CCc4ccccc4C3)c(C)o2)c1
→ -7	4%	0	-8	0	0.97	-3	19	1
O=C(Oc1c(Cl)cc(Cl)c2cccnc12)N1CCCCC1
→ -2	3%	nt	5	19	1	nt	3	1.1
O=C(Cn1nnc(-c2ccccc2NC(=O)c2ccco2)n1)NC1CCCCC1
→ 4	6%	6	2	-4	1.1	1	17	1.7
Cc1ccc2c(N)c(C)ccc2c1
→ -94[fluorescence artefact?]	10%[fluoresces]	-19	7	-13	1	6	17	3.7*
COCCN(C(=O)Nc1ccc(OC)cc1OC)C1CCN(C(C)C)CC1
→ -1	5%	0	8	-11	1	6	9	0.9
Cc1ccc(Nc2cc(C)nc3nnnn23)cc1
→ -5	3%	0	5	0	1	4	2	1
CCCc1ccc(-c2ccc(C(=O)O)cc2)nc1
→ -3	7%	5	8	16	1.1	5	-6	1
COc1ccc(-c2ccc(-c3noc(-c4ccccc4)n3)c(OC)n2)cc1
→ -48[fluorescence artefact?]	5%[fluoresces]	6	1	-10	1	5	0	3*
CCN1CCN(CC(=O)Nc2cccc(C)c2)C(=O)C1=O
→ 6	7%	0	-8	-10	1	0	4	1.2
CCOC(=O)CSc1nncc2ccc(OC)c(OC)c12
→ -4	4%	5	2	0	1.1	3	2	1.1
CC1CN(C)C(C)CC1NCc1ccc2c(c1)OCO2 (stereo unspecified)
→ 6	1%	1	10	-14	1	9	3	1.1
O=C(c1cccc(S(=O)(=O)N2CCCC2)c1)N1CCN(c2ccccc2)CC1
→ 0	5%	2	10	6	1	5	16	1
CCOC(=O)c1oc2ccccc2c1CN1CCOCC1
→ 1	7%	3	3	-16	0.97	3	22	1.1

# Ordered by length of the SMILES (ascending): part of the list above.
# The line under a structure holds: MMP13 inh	NADH coupling	JNK3 inh	PKA inh	tolC growth inh	Abs 340nm	ROCK2 inh	HEK293 NFkB inh	Autofluor 339
CCOc1ccccc1NC(=O)CN(c1ccc(C)cc1)S(=O)(=O)c1c(C)noc1C
→ 0	2%	3	-2	42	0.98	-2	14	1
Cc1ccc(S(=O)(=O)N2CCC(C(=O)N3CCN(Cc4ccccc4)CC3)CC2)cc1
→ 4	1%	-8	5	10	0.99	-3	14	1
COc1ccc(C2CC(C(F)(F)F)n3nc(C(=O)NCCCn4ccnc4)cc3N2)cc1OC (stereo unspecified)
→ -2	5%	-5	6	-6	1	9	11	1.1

# Compound activity from PubChem.
